TSHR antagonist – Antagonists of the Thyroid Stimulating Hormone Receptor: HTS campaign; TSHR-expressing cells, TSH-stimulated cAMP HTRF, 2 h; active compounds read low; AID 504810, 2011; Thyrotropin receptor (Homo sapiens), P16473; activity change, negative = inhibition, % at 11.5 µM; 330,000 tested, 0.2% active;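 active means activity change below a set negative limit, meaning inhibition stronger than a set level, cut at about -70% in these data; inconclusive means activity change between two set negative limits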; further: on the % scale 0 is the no-effect control and ±100 the full control effect
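Cell-based HTRF cAMP assay; TSHR cells + compound, TSH EC80 (4nM final), 2 h, 37 deg C. Lysis with anti-cAMP cryptate and cAMP-d2, 30 min RT, read 665/620 nm.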
KCNH2 3.1 block – qHTS for Inhibitors of KCHN2 3.1: Mutant qHTS; Potassium voltage-gated channel subfamily H member 2, brain isoform KCNH2 3.1 (human); U2OS KCNH2 3.1, thallium flux FluxOr; active compounds read low; activity change, % (tested at about 1.8 µM); 340,000 tested, 0.95% active; AID 720553, 2013;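 active means maximum activity change below -70%; inconclusive means maximum activity change from -70% to -50%; inactive means maximum activity change above -50%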;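 further: thallium influx rate constant from kinetic fluorescence after stimulation buffer; on the % scale 0 is the no-effect control and ±100 the full control effect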
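Channel expression came from 3.1 mutant virus (1.77 x 10^8 /mL) applied to suspended U2OS cells for 4 h. Flux was tracked with FluxOr dye plus Red40 quencher, and kinetic rate constants normalized to controls.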
TCR act – Activators of T cell receptors: qHTS campaign. primary human leukocytes, anti-CD3, IL-2 HTRF, 48 h. Potency, µM (doses to about 9.22 µM), for inactives: at the highest dose activation of IL-2 secretion, actives largely listed as activators. 330,000 tested, under 10 active. AID 504894, 2011; further: % of control where 0% means no effect
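TCR engagement came from a-CD3 beads alone, with compounds added to primary human leukocytes for 48 hr. Secreted IL-2 bridged europium cryptate- and d2-labelled anti-IL-2 antibodies, giving FRET emission at 665nm after 320nm excitation.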
KCNH2 WT inh – qHTS for Inhibitors of KCHN2 3.1: Wildtype qHTS. 340,000 tested, 0.37% active. U2OS, BacMam KCNH2, thallium flux FluxOr; active compounds read low. Voltage-gated inwardly rectifying potassium channel KCNH2 (Homo sapiens), Q12809. activity change, % at 1.84 µM;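 active means maximum activity change below -70%; inconclusive means maximum activity change between -70% and -50%; inactive means maximum activity change above -50%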; further: on the % scale 0 is the no-effect control and ±100 the full control effect
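U2OS cells transduced with wild-type KCNH2 virus are loaded with FluxOr dye for 45 min, and thallium flux is measured in kinetic reads before and after stimulation buffer. Rate constants are normalized to DMSO controls.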
AT treatment – qHTS Assay for Identifying a Potential Treatment of Ataxia-Telangiectasia | Potency, µM (series often up to 57.5 µM), for the others: top-dose activation, hits mostly activators | 320,000 tested, 0.19% active | […] A-T fibroblasts, KAP-1 phosphorylation AlphaLISA; neocarzinostatin DNA damage 30 min before lysis; further: potency means the concentration at half of the fitted maximal effect; % of control where 0% means no effect; nearly all actives have a fitted effect of over 45% in size
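hTERT-immortalized A-T patient fibroblasts ([…]), 500 cells/well in OPTI-MEM, 1% FBS, got compounds for 60 min, then NCS for 30 min at 37C. Lysates were then assayed for phospho-KAP-1 by AlphaLISA (anti-pKAP1 donor, anti-KAP1 acceptor beads), 6 hr at 25C.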
Mito fusion yeast – qHTS Assay for Small Molecule Inhibitors of Mitochondrial Division or Activators of Mitochondrial Fusion | Potency, µM (doses to about 46.1 µM), without a hit: at the highest dose growth rescue (activation), usual class: activators | 320,000 tested, 0.23% active | S. cerevisiae fusion-defective mutant growth rescue, CellTiterGlo 48 h;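 further: potency means the concentration at half of the fitted maximal effect; % of control where 0% means no effect; nearly all actives have a fitted effect of over 45% in size; temperature-sensitive fusion mutants such as fzo1-1 at 37 °C on non-fermentable ethanol glycerol medium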
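S. cerevisiae fusion-defective temperature-sensitive mutants (e.g. fzo1-1, mgm1-5) grown 48 h at 37C in YPEG (ethanol/glycerol non-fermentable) medium with 23 nl compound per well; growth rescue read as CellTiterGlo luminescence.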
USP2a block – qHTS Assay for Inhibitors of Ubiquitin-specific Protease USP2a Using CHOP2 as the Reporter; Ubiquitin carboxyl-terminal hydrolase 2 (Homo sapiens), O75604; USP2 core, Ub-CHOP2 coupled fluorogenic reporter, 485/531; Potency, µM (highest dose often 38.3 µM), for the others: at the highest dose activity change, negative = inhibition, most hits filed as inhibitors; 330,000 tested, 0.01% active; AID 463254, 2010;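 further: potency means the concentration at half of the fitted maximal effect; plate controls were DMSO wells for no effect and full inhibition by NEM control for full effect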
Target sequence (O75604 whole entry, looked up): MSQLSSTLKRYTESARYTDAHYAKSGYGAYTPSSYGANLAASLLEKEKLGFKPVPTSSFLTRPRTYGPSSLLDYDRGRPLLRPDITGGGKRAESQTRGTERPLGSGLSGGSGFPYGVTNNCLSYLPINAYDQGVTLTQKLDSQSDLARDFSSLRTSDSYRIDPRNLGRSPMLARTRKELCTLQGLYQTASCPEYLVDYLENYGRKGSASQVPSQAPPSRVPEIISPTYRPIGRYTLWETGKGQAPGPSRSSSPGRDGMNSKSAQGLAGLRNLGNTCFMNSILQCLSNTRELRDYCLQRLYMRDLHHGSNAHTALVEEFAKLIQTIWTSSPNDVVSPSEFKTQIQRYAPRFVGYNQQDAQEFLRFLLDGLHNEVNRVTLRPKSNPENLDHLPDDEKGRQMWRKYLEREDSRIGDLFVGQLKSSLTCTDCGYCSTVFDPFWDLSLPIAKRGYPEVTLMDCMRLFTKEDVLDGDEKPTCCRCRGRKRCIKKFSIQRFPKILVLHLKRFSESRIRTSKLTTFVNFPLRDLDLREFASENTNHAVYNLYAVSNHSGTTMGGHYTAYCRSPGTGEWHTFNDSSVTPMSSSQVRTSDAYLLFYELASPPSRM
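Deubiquitinase activity read as fluorescence (485/531 nm) after Ub-CHOP2 cleavage activates the enterokinase reporter on its substrate; USP2 core 10nM, Ub-CHOP2 and substrate 25nM each, 30min compound preincubation then 60min RT; data normalized to NEM, curves fitted.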
ELG1 DNA repair – qHTS screen for small molecules that inhibit ELG1-dependent DNA repair in human embryonic kidney (HEK293T) cells expressing luciferase-tagged ELG1 | HEK293T ELG1-luciferase reporter, luminescence, 16 h; DNA damage induced by 5-fluorouridine | Potency, µM (doses to about 46.1 µM), for inactives: at the top dose activity change, negative = inhibition, hits mostly inhibitors | 330,000 tested, 2.3% active | AID 504467, 2011; further: potency means the concentration at half of the fitted maximal effect; on the % scale 0 is the no-effect control and ±100 the full control effect; nearly all actives have a fitted effect of over 55% in size
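Overnight (16 hr) co-exposure of 2,000 cells/well to 5-fluorouridine and compound at 37 °C preceded detection. Luciferase was quantified via ONE-Glo luminescence; loss of signal denotes inhibition.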
Eya2 inh – qHTS Assay for Inhibitors of the Phosphatase Activity of Eya2 | Protein phosphatase EYA2 (Homo sapiens), O00167 | recombinant Eya2, OMFP fluorescence dephosphorylation (OMFP is methylfluorescein phosphate) | Potency, µM (doses to about 76.9 µM), without a hit: at the top dose activity, negative = inhibition, actives largely listed as inhibitors | 330,000 tested, 0.006% active; further: potency means the concentration at half of the fitted maximal effect; on the % scale 0 is the no-effect control and ±100 the full control effect
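Eya2 protein (added as 0.2 uM solution) was preincubated with compound for 10 min at ambient temperature in 50 mM HEPES pH 7.5, 50 mM NaCl, 5 uM MgCl2, 0.05% BSA, 1 mM DTT. OMFP (added at 50 uM) then reacted 10 min; fluorescence read at 485/525 nm.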
TRPV1 ag – HTS Assay for Compounds that Act as Agonists of the Vanilloid Receptor 1 | Transient receptor potential cation channel subfamily V member 1 (Homo sapiens), Q8NER1 | TRPV1-expressing cells, Fluo-8 calcium influx, agonist mode | activation, % at 8.33 µM | 320,000 tested, 0.19% active | AID 540275, 2011; in the data active means activation above about 80%; inconclusive means between about 30% and that limit; further: 0% is about no effect
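TRPV1-expressing cells were cultured overnight at 35.5C and loaded with Fluo-8 calcium dye for 40 to 90 min at room temperature. After a 10 s baseline, compound was added and calcium influx was read kinetically for 3 min (ex 480/em 520 nm).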
Active calls of the source: *; ? = inconclusive; . = not tested or not shown; [ ] = another dose, or the depositor's remark. Unless noted, the call rests on the fitted dose curve; in most records, active means well fitted curve in the direction sought with a large enough effect; inconclusive means small, poorly fitted or top-dose-only effect, or another doubt; inactive means no such curve, though single readings can be large; an effect the other way counts as inactive or inconclusive. These rows are one share of the data (hit frequency here may not be typical).

Value order – TSHR antagonist	KCNH2 3.1 block	TCR act	KCNH2 WT inh	AT treatment	Mito fusion yeast	USP2a block	ELG1 DNA repair	Eya2 inh	TRPV1 ag
COCC(C)NC(C(=O)Nc1ccc(Cl)c([N+](=O)[O-])c1)c1ccccc1 (centres undefined)
→ 12	4	-7%[46.1 µM]	0	2%	-17%	3%	0%	2%	1
CCCC(=O)Nc1cc(C(=O)O)ccc1S(=O)(=O)c1ccc(C)cc1
→ -7	7	2%	-8	-3%	-3%	-2%	4%	-4%	4
CCC(C)NC(=O)CCc1nc2ccccc2n1-c1ccccc1 (centres undefined)
→ 4	11	-9%[46.1 µM]	-1	2%	-2%	3%	-4%	5%	4
CCN(CC)S(=O)(=O)c1ccc(NC(=O)COc2cccc(-n3cnnn3)c2)cc1
→ -11	7	-8%[46.1 µM]	9	4%	.	0%	-22%	3%	.
CC(=O)NC(Cc1ccc(F)cc1)C(=O)NC1CCN(C(=O)Nc2ccc(F)cc2)CC1 (centres undefined)
→ -4	2	-1%	30	5%	1%	0%	-10%	5%	-5
Cc1cc(C(=O)NC2CCCN(Cc3ccccc3F)C2)no1 (centres undefined)
→ -3	17	3%	4	4%	-5%	0%	6%	3%	17
COC(=O)c1ccccc1NC(=O)CCC(=O)N1CCSc2ccccc21
→ 5	17	-1%	-3	2%	-30%	-2%	-2%	-12%	7
COc1ccc(-n2c(SCC(=O)Nc3ccc(C)cc3)nc(O)c(Cc3ccccc3)c2=O)cc1
→ -10	.	-2%	-2	-10%	1%	5%	15%	12%	2
CC(NC(=O)CN1C(=O)NC2(CCCCCC2)C1=O)c1ccccc1 (centres undefined)
→ 138	-3	0%	30	-2%	-4%	1%	12%	-6%	0
COc1cccc(C2(O)CCN(C(=O)Cc3cccnc3)CC2)c1
→ 25	14	4%	-8	1%	6%	-2%	12%	12%	8
O=C(NC(=S)N1CCCc2ccccc21)c1ccccc1
→ 15	2	3%	4	10%	-6%	2%	?	-2%	5
CC(NC(=O)C(C)(C)C)c1nc2ccccc2n1C (centres undefined)
→ -2	5	.	1	-1%	-1%	-1%	-2%	-29%	1
CN(C)S(=O)(=O)c1ccc(Cl)c(C(=O)NNC(=O)Cn2ccc(C(F)(F)F)n2)c1
→ 9	13	0%	20	3%	-7%	1%	13%	-16%	2
COc1ccc(CN2CCCC(C(=O)c3ccc4c(c3)OCO4)C2)c(F)c1 (centres undefined)
→ 2	-7	-8%	38	6%	29%	4%	5%	1%	0
Cc1ccc(NC(=O)CSc2nnc(C3CC3)n2CC2CCCO2)cc1C (centres undefined)
→ 3	-2	-63%	-8	0%	-5%	1%	-2%	2%	-2
O=C(CN1C(=O)NC(c2ccccc2)(c2ccccc2)C1=O)N1CCCCC1
→ -5	16	2%	-2	-2%	.	-1%	-13%	-1%	.
CCCCNS(=O)(=O)CCNCc1ccco1
→ 27	0	4%[46.1 µM]	-1	14%	.	1%	-1%	6%	.
CC1CCCN(CCCNC(=O)c2cc3c(s2)-c2ccccc2OC3)C1 (centres undefined)
→ 2	-34	0%	22	19%	-14%	0%	?	0%	5
O=C1OC(/C(=C\Nc2ccccc2)[N+](=O)[O-])c2ccccc21 (centres undefined)
→ 7	23	3%	-4	-4%	-9%	-3%	6%	-20%	1
COc1ccc(C2(C)NC(=O)N(CC3CCCCC3)C2=O)cc1 (centres undefined)
→ 7	17	-8%	1	3%	3%	1%	-10%	-7%	25

Value order – TSHR antagonist	KCNH2 3.1 block	TCR act	KCNH2 WT inh	AT treatment	Mito fusion yeast	USP2a block	ELG1 DNA repair	Eya2 inh	TRPV1 ag
CN(C)C(CNC(=O)c1cc(Br)ccc1Cl)c1ccco1 (centres undefined)
→ 38	24	12%	-3	8%	7%	1%	?	5%	-2
Cc1[nH]c(=O)[nH]c(=O)c1S(=O)(=O)N1CCCC1
→ 2	-4	-3%	34	8%	-1%	-1%	-4%	10%	0
Cc1nnc(NC(=O)CSc2nc3c(c(=O)n2C)SC(C)C3)s1 (centres undefined)
→ 22	20	1%[46.1 µM]	6	-6%	0%	3%	21%	9%	-5
O=C(NCCCn1ccnc1)c1cccc(S(=O)(=O)Nc2ccccc2F)c1
→ 2	3	-1%	11	3%	-4%	3%	1%	2%	0
OCCNc1cc(-n2nc(-c3ccccc3)cc2-c2ccccc2)ncn1
→ -6	13	-9%	4	2%	0%	-15%	16µM*	2%	-3
O=C1OCC/C1=C\c1ccc2c(c1)OCO2
→ 5	0	-3%	-6	-8%	7%	-2%	?	-3%	2
CCOc1ccc(-c2ccc(SCC(=O)N3CCN(c4ccccc4)CC3)nn2)cc1
→ 10	.	-11%[46.1 µM]	.	6%	-5%	0%	18%	-2%	-1
Cc1ccc(NC(=O)C2CCCN(c3ncccn3)C2)c(C)c1 (centres undefined)
→ -4	-4	-4%	-1	-6%	6%	-2%	?	1%	-4
COC(=O)c1ccc(N2C(=O)C3C4C=CC(CC4)C3C2=O)cc1 (centres undefined)
→ 17	-8	.	6	-4%	-1%	0%	-5%	17%	-2
COc1cc(C(=O)COC(=O)c2cnc(C)cn2)ccc1OC(F)F
→ 12	6	6%	3	45%	3%	1%	4%	1%	-1
Cc1cccc(NS(=O)(=O)c2cc3c(cc2C)n(C)c(=O)c(=O)n3C)c1
→ 6	3	3%	3	-4%	2%	1%	0%	20%	2
Cc1cccc(NCC(=O)N/N=C\c2ccccn2)c1
→ -1	-10	6%	10	6%	-7%	2%	-18%	2%	1
Cc1ccc(S(=O)(=O)NCc2ccncc2)c(C)c1C
→ -2	-3	4%	-6	14%	15%	-1%	0%	-1%	-7
CCOC(=O)c1sc(-c2ccccc2)cc1NC(=O)Nc1ccc([N+](=O)[O-])cc1
→ -6	14	2%[46.1 µM]	-10	-3%	-7%	4%	6.5µM*	1%	?
Cc1c(-c2ccccc2)nc2ccccc2c1C(=O)OCC(=O)Nc1ncc(C(F)(F)F)cc1Cl
→ -11	-6	-1%[46.1 µM]	-9	0%	19%	-9%	-23%	-1%	0
CCN(CC(=O)Nc1c(F)cccc1F)C(=O)c1ccc(C)c(S(=O)(=O)N2CCCCC2)c1
→ 2	-2	-1%	5	-1%	0%	1%	10%	-12%	18

A draw from above in order of length of the SMILES, highest first.
Value order – TSHR antagonist	KCNH2 3.1 block	TCR act	KCNH2 WT inh	AT treatment	Mito fusion yeast	USP2a block	ELG1 DNA repair	Eya2 inh	TRPV1 ag
CCN(CC(=O)Nc1c(F)cccc1F)C(=O)c1ccc(C)c(S(=O)(=O)N2CCCCC2)c1
→ 2	-2	-1%	5	-1%	0%	1%	10%	-12%	18
CCOC(=O)c1sc(-c2ccccc2)cc1NC(=O)Nc1ccc([N+](=O)[O-])cc1
→ -6	14	2%[46.1 µM]	-10	-3%	-7%	4%	6.5µM*	1%	?
COc1ccc(CN2CCCC(C(=O)c3ccc4c(c3)OCO4)C2)c(F)c1 (centres undefined)
→ 2	-7	-8%	38	6%	29%	4%	5%	1%	0
O=C1OC(/C(=C\Nc2ccccc2)[N+](=O)[O-])c2ccccc21 (centres undefined)
→ 7	23	3%	-4	-4%	-9%	-3%	6%	-20%	1
COC(=O)c1ccccc1NC(=O)CCC(=O)N1CCSc2ccccc21
→ 5	17	-1%	-3	2%	-30%	-2%	-2%	-12%	7
COc1cc(C(=O)COC(=O)c2cnc(C)cn2)ccc1OC(F)F
→ 12	6	6%	3	45%	3%	1%	4%	1%	-1
Cc1[nH]c(=O)[nH]c(=O)c1S(=O)(=O)N1CCCC1
→ 2	-4	-3%	34	8%	-1%	-1%	-4%	10%	0
Cc1ccc(NC(=O)C2CCCN(c3ncccn3)C2)c(C)c1 (centres undefined)
→ -4	-4	-4%	-1	-6%	6%	-2%	?	1%	-4

Screening data deposited in PubChem by National Center for Advancing Translational Sciences (NCATS).
